Screening results deposited in PubChem BioAssay by several laboratories.
MOR-DOR ag: agonists of human mu-delta opioid receptor heterodimerization; cells, OPRM1-OPRD1 heterodimerization, luminescence; 340,000 compounds, 0.3% hits; activation, % at 9.3 µM; in the data active means activation above about 18%;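 further: 0% = vehicle-treated cells and 100% = reference agonist; values of inactives mirror those of a sister screen read the other way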
OPRM1-OPRD1 inv: inverse agonists of human mu-delta opioid receptor heterodimerization; P35372+P41143; cell-based MOR-DOR heterodimer luminescence, inverse agonism; inhibition, % at 9.3 µM; 340,000 compounds, 0.21% hits; AID 504357; in the data active means inhibition above about 22%, passing the limit was not always enough;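 further: 0% = cells with DMSO and 100% = wells without cells with DMSO; values of inactives mirror those of a sister screen read the other way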
Cardiac RTF inh: cardiac RTF calcium desensitization; 340,000 compounds, 0.12% hits; inhibition, % at 7.15 µM; IANBD-labeled cardiac RTF, Ca2+ fluorescence;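 active means inhibition above the mean inhibition of all tested compounds plus 3 SD, cut at about 17% in these data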;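 further: assay run at fixed EC70 calcium of 1.6 mM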
HTR5A ag: HTR5A agonism, opioid heterodimer counter-screen | activation, % at 9.3 µM | HTR5A agonist assay, luminescence, cell-based | P47898 | 340,000 compounds, 0.61% hits; in the data active means activation mostly above about 9.5%, no sharp cut-off; inactive means mostly below about 7.6%;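 further: 0% = cells with vehicle only and 100% = reference agonist; strong numbers were not always called active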
Target sequence (P47898 whole entry, looked up): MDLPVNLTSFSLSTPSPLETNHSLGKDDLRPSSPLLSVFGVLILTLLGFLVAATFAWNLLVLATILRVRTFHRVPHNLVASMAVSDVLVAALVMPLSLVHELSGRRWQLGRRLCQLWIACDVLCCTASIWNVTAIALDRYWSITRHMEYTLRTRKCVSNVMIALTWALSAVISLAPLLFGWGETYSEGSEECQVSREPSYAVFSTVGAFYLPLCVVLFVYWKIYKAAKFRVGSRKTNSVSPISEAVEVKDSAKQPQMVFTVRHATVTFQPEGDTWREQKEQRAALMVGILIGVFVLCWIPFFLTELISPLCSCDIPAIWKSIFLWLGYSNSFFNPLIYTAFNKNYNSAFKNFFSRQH
cardiac RTF act: increases calcium sensitivity of human cardiac regulated thin filaments; IANBD-labeled TnC RTF fluorescence at EC20 calcium; 0% EC20 calcium, 100% full calcium; activation, % at 7.2 µM; 340,000 compounds, 0.24% hits;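 active means activation above the mean over all tested compounds plus 3 SD, cut at about 30% in these data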;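 further: rise in fluorescence read as greater calcium sensitivity of cardiac thin filaments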
C-LANA FP: inhibitors of KSHV LANA C-terminal domain DNA binding. MBP-C-LANA/FAM-LBS DNA binding, fluorescence polarization. inhibition, % at 9 µM. 340,000 compounds, 0.078% hits;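 active means highest replicate inhibition at or above 60% at 9 µM, even if other replicates fall short; inactive means all replicates below 60% inhibition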;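 further: 0% = neutral control wells and 100% = 4 µM acridine orange control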
CAL-PDZ inh HTS: blocks peptide binding to the human CAL PDZ domain; 300,000 compounds, 0.92% hits; Q9HD26; purified CAL PDZ, TMR-peptide fluorescence polarization, 1 h; inhibition, % at 24.9 µM;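 active means mean inhibition of at least 30% with at least half of replicates also reaching 30%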;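 further: 0% = DMSO neutral control and 100% = excess unlabeled competitor peptide PRC23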
HTR5A inv ag: inverse agonist of human HTR5A in OPRM1-OPRD1 counter-screen; P47898; HTR5A cell line, luminescence, inverse agonism; inhibition, % at 9.3 µM; 340,000 compounds, 0.083% hits; AID 504634; in the data active means inhibition mostly above about 23%, no sharp cut-off; inactive means mostly below about 18%;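 further: 0% = cells with DMSO and 100% = no-cell wells with DMSO; some compounds called inactive have numbers as strong as hits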
V-ATPase pHluor: alters yeast V-ATPase proton transport; S. cerevisiae, pHLuorin cytosolic pH fluorescence; response, % at 10 µM; 350,000 compounds, 0.37% hits; in the data active means response mostly above about 7.3%, no sharp cut-off; inactive means mostly below about 5.4%; further: actives read high; inactives centre near 0; some compounds called inactive have numbers as strong as hits; reference of the scale not given here
Keap1-Nrf2 PPI: disrupts human Keap1 binding to Nrf2 peptide; Keap1 Kelch-Nrf2 peptide fluorescence polarization, 1536-well; 340,000 compounds, 0.15% hits; Q14145; inhibition, % at 9.4 µM; AID 504523; in the data active means inhibition above about 12%;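 further: human Keap1 Kelch domain with fluorescein labeled Nrf2 9mer peptide probe; 0% = neutral control wells and 100% = peptide positive control; higher means more block of Keap1 binding to Nrf2 peptide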
Target sequence (Q14145 whole entry, looked up, the tested form may be a part): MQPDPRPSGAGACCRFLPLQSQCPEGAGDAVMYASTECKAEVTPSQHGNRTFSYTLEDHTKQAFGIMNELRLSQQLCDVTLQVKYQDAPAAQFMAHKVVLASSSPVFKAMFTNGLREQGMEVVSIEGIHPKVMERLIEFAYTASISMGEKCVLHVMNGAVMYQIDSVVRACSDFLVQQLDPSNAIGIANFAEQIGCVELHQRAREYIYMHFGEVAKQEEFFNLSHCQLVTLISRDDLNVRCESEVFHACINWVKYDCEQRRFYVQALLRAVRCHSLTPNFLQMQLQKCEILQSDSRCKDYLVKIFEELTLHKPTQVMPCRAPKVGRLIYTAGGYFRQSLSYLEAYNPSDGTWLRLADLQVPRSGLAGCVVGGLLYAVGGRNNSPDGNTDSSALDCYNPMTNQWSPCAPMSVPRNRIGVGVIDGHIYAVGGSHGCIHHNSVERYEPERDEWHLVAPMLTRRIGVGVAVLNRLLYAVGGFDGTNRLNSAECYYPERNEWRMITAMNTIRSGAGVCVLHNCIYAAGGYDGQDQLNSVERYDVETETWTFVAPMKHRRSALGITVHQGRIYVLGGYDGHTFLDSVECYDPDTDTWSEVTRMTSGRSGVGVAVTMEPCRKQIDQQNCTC
Active calls of the source: *; . = not tested or not shown.

SMILES	MOR-DOR ag	OPRM1-OPRD1 inv	Cardiac RTF inh	HTR5A ag	cardiac RTF act	C-LANA FP	CAL-PDZ inh HTS	HTR5A inv ag	V-ATPase pHluor	Keap1-Nrf2 PPI
CCOC(=O)CSc1nc2ccccc2n1CC(=O)N(C(C)C)C(C)C	.	.	-5	.	-2	-0.2	1	.	5	0
CCOC(=O)Cn1cnc2c(cnn2-c2ccc(OC)cc2)c1=O	-2.7	13	-8	-2	-2	0.7	-5	6	1	-1
CCOCCCNC(=O)c1c(N)n(-c2ccc(S(N)(=O)=O)cc2)c2nc3ccccc3nc12	0.2	-1	0	2	8	-0.9	-3	-14	-7	-6
COc1ccc(NC(=S)Nc2ccccn2)c(OC)c1	0.5	-3	0	0	-4	-1.0	.	1	-6	-3
O=C(CCCCn1c(=O)[nH]c2ccccc2c1=O)NC1CCN(Cc2ccccc2)CC1	-3.8	20	-2	5	0	-0.9	.	-13	1	-2
O=S1(=O)NC(=NCCc2ccccn2)c2ccccc21	-2.1	10	1	-14	4	-1.6	4	-22	1	-3
COc1ccc(CNc2nc3nc(-c4ccccc4)cc(=O)n3[nH]2)cc1OC	-1.7	10	-3	5	2	-0.2	40*	-14	-2	2
Cc1nc(N2CCOCC2)c2c3c(sc2n1)CCC3	-1.5	8	11	1	2	0.4	.	-4	-3	3
COc1ccc(C(=O)Nc2ncc(C)s2)cc1S(=O)(=O)N1CCOCC1	-0.9	4	-2	-1	1	3.3	-2	3	-2	5
C=CCN(CC=C)C(=O)CN1C(=O)NC(Cc2c[nH]c3ccccc23)C1=O (stereo not drawn)	-3.1	16	-1	1	-6	-0.2	2	-4	2	-3
Cn1c(=O)oc2cc(S(=O)(=O)NCCC(=O)NCc3ccccc3Cl)ccc21	0.5	-3	-1	-1	1	-0.3	-6	19	-1	0
Cc1cc(C)nc(N2CCC(C(=O)N3CCN(c4cc(Cl)ccc4C)CC3)CC2)n1	5.0	-27	-9	4	1	-2.2	-2	13	-2	2
Cc1ccc(NCC(=O)Nc2ccc(Br)cc2)cc1F	3.2	-16	-4	4	-2	0.8	-2	-21	-3	4
CCOc1ccc(OCc2ccc(C(=O)NC(C)C)o2)cc1	-1.9	10	8	-1	-3	-0.2	2	4	-2	-2
O=C1C2CCCN2C(=S)N1c1ccc(Cl)cc1 (stereo not drawn)	-0.5	3	1	-6	1	0.7	-5	14	1	-6
O=S(=O)(c1ccc(Br)s1)N1CCN(c2ncccn2)CC1	3.0	-16	-6	0	2	-0.9	-5	-20	8	-4
CCOC(=O)c1c(C)nc2c(c1-c1ccccc1)C(=O)CC(C)(C)C2	-3.6	17	-5	-3	0	-0.3	-2	7	5	-2
CCCNC(=O)c1c(C)cc(=O)oc1C	-2.2	12	-11	3	-1	1.4	.	10	2	2
Cc1oc(-c2ccc(Cl)cc2)cc1C(=O)/C(C#N)=C/Nc1ccccc1	-2.8	15	5	5	-1	0.4	-3	-15	2	-1
O=C(c1cccc(S(=O)(=O)N2CCc3ccccc32)c1)N1CCCC(C(F)(F)F)C1 (stereo not drawn)	-0.2	2	-7	4	-2	-0.5	1	23	-1	-3
CCOc1ccccc1N(CC(=O)N1CCc2ccccc2C1)S(C)(=O)=O	-1.9	10	-1	-1	-3	0.5	.	-8	6	-4
Fc1ccc(Nc2nc(Oc3ccccc3F)nc(N3CCCC3)n2)cc1	1.8	-9	-6	1	0	1.1	.	-6	0	5
CC(C)C[C@@H](CN1C(=O)C(=O)NC[C@@H]1CC(C)C)NC(=O)Cc1ccccc1	0.1	-1	5	-2	1	0.9	-5	5	-2	2
O=[N+]([O-])c1ccc(N2CCN(Cc3ccc4c(c3)OCO4)CC2)nc1	-1.0	5	-1	1	3	-0.1	-2	-5	1	-5
COc1ccc(C(=O)Nc2ccc(OCC(=O)N3CCOCC3)cc2)c(OC)c1OC	-1.4	9	-4	5	2	-1.3	.	-30	5	-6
O=C(Nc1ncn[nH]1)C(F)(F)C(F)F	-0.7	4	3	-1	1	1.6	-1	5	0	0
O=C1/C(=C/c2ccccc2)CN(C(=O)CCN2CCOCC2)C/C1=C\c1ccccc1	-5.0	22	-5	1	-5	1.5	-4	-5	-3	-25
Cc1ccc(NC(=O)c2ccc(-n3cncn3)c([N+](=O)[O-])c2)cc1F	-0.5	3	-3	0	-3	-0.2	-4	-7	-1	0
CC(=O)c1ccc(-n2c(CCC(=O)O)ccc2-c2ccc(Br)cc2)cc1	-4.7	21	-6	-1	-1	0.0	-5	5	2	-2
CCOC(=O)COc1ccsc1C(=O)OC	-0.8	4	-7	0	-1	-1.8	-3	1	7	2
O=C(NCC(=O)N1CCCC1)c1ccc(Cl)cc1	-2.0	11	-3	8	7	-0.2	.	-28	-3	-2
O=[N+]([O-])c1cc([N+](=O)[O-])c(N2CCCCCC2)cc1NCCO	-0.2	1	-3	1	0	1.3	-1	29	8.3*	1
Cc1ccc(S(=O)(=O)N(C)c2ccccc2C(=O)Nc2c(F)cccc2F)cc1	-1.9	10	-4	2	1	2.3	-3	-4	7	0
CC(C(=O)N1CCN(Cc2ccccc2)CC1)n1ncn2cccc2c1=O (stereo not drawn)	-0.5	3	-6	1	3	1.4	.	-4	2	-7
CCOC(=O)C1CCCN(C(=O)CCc2nc3sc4c(c3c(=O)[nH]2)CCCC4)C1 (stereo not drawn)	-0.4	2	-4	-2	2	0.6	-1	11	1	-3
CCOc1ccccc1OCCCC(=O)N1CCN(S(=O)(=O)c2ccc(Cl)cc2)CC1	-2.4	10	-5	1	3	0.4	0	-4	0	-7
O=C1C(=O)N(Cc2cccnc2)C(c2cccc([N+](=O)[O-])c2)/C1=C(\O)c1ccc2c(c1)OCCO2 (stereo not drawn)	-1.4	7	4	-3	1	1.6	-8	7	-1	-1
CCN(CC(=O)Nc1ccc(NC(C)=O)cc1)C(=O)CCCOc1ccc(C(C)(C)C)cc1	-1.8	10	6	5	-16	-0.3	-2	-17	-4	-4
COc1ccc(C(C)(C)C)cc1NC(=O)C1C2C=CC(C2)C1C(=O)O (stereo not drawn)	1.4	-9	2	6	-4	1.3	-1	10	-2	0
CCCCCCCCNCCS(=O)(=O)NCc1ccc(OC)cc1	6.4	-30	-3	2	2	-2.5	-2	-8	0	-1

One compound at a time, as listed above. Order of values: MOR-DOR ag | OPRM1-OPRD1 inv | Cardiac RTF inh | HTR5A ag | cardiac RTF act | C-LANA FP | CAL-PDZ inh HTS | HTR5A inv ag | V-ATPase pHluor | Keap1-Nrf2 PPI
`O=[N+]([O-])c1ccc(N2CCN(Cc3ccc4c(c3)OCO4)CC2)nc1` as listed: -1.0 | 5 | -1 | 1 | 3 | -0.1 | -2 | -5 | 1 | -5
`CC(=O)c1ccc(-n2c(CCC(=O)O)ccc2-c2ccc(Br)cc2)cc1` as listed: -4.7 | 21 | -6 | -1 | -1 | 0.0 | -5 | 5 | 2 | -2

Next part:
SMILES	MOR-DOR ag	OPRM1-OPRD1 inv	Cardiac RTF inh	HTR5A ag	cardiac RTF act	C-LANA FP	CAL-PDZ inh HTS	HTR5A inv ag	V-ATPase pHluor	Keap1-Nrf2 PPI
O=C1C=CC(=Nc2cccc3c2C(=O)c2ccccc2-3)O1	-1.0	5	-50	-3	15	11	.	11	11*	3
CCN1CCSc2ccc(C(=O)NCc3cccc(Br)c3)cc21	0.3	-2	-7	3	14	-0.3	.	-8	-3	3
COc1ccc(C(=O)NCC(C)NC(=O)c2ccc(OC)c(OC)c2)cc1OC (stereo not drawn)	-3.6	17	1	-1	0	3.2	1	2	0	5
CC(=O)c1ccc(-c2ccc([C@H]3[C@@H]4C=CCC[C@@]4(C)C(=O)N3Cc3ccccc3)c(F)c2)cc1	0.8	-5	3	9	-6	0.9	-2	-4	5	0
Cc1ccc(C)c(NC(=S)NNC(=O)c2cc3c(s2)CCC(C)C3)c1 (stereo not drawn)	-1.0	6	-14	3	0	1.6	-2	-22	-3	1
Cc1ccc(OCC(=O)Nc2ccc(C(N)=O)cc2)cc1	-1.6	8	-9	-1	2	1.3	-2	3	6	-1
Cc1cc(C(=O)N/N=C/c2ccc(-c3cccc(Cl)c3)o2)n[nH]1	11	-59	-13	8	1	-0.3	.	0	1	2
COc1ccc(-n2nc(C(=O)NCC(=O)N3CCCCC3)c3ccccc3c2=O)c(OC)c1	2.3	-17	0	-3	3	0.0	1	9	-3	1
CN(CC(=O)Nc1ccc(F)cc1)C(=O)COc1ccccc1Cc1ccccc1	7.0	-36	-16	2	-1	0.5	-1	-6	-6	0
COc1ccc(NC(=O)C2CCC(C(C)(C)C)CC2)cc1S(=O)(=O)N1CCCCC1 (stereo not drawn)	0.9	-4	-24	0	11	-0.1	-3	-24	8	-4
CC(C)(C)NC(=O)NC(=O)CSc1ncccn1	-2.2	12	-7	0	4	-1.2	.	-10	3	1
Cn1nccc1/C=N\NC(=O)c1ccc(Cl)cc1	-1.8	9	-8	-1	-1	-0.4	3	-6	8	1
Cc1ccc(NC(=O)C2CCN(c3ncnc4sc(C)c(C)c34)CC2)cc1S(=O)(=O)N(C)C	1.5	-9	-5	20*	-2	-2.8	-1	-54	-1	0
COc1ccc(C2=NC(C)(C)Cc3cc(OC)c(OC)cc32)cc1	-2.6	13	0	1	-1	-0.7	-2	-2	-1	4
O=C(COC(=O)c1cccnc1Cl)Nc1cccc(S(=O)(=O)N2CCCCC2)c1	-1.4	7	-5	2	-1	-0.4	-3	-5	-3	2
COc1ccccc1C1N(c2ccc(F)cc2)C(=O)C2CCCN21 (stereo not drawn)	-3.0	17	-8	-4	-3	-1.3	0	-4	0	-1
C=CCSc1nc2sc3c(c2c(=O)n1CC)CCc1ccccc1-3	-0.7	4	-7	-1	-3	0.3	.	-6	-2	-3
COc1ccc(/C=N/NC(=O)Cn2cnc3ccccc3c2=O)cc1	-2.1	11	-9	1	6	-1.3	-4	-13	-1	-4
CCc1ccc(Nc2nnc(SCC(=O)Nc3cccc(S(=O)(=O)NC4=NCCCCC4)c3)s2)cc1	-1.0	5	14	-1	2	-1.4	-7	3	-1	0
CC(NC(=O)Cc1ccccc1)c1cc2c(cc1Br)OCCCO2 (stereo not drawn)	-2.7	13	0	2	3	0.8	10	10	1	-2
O=S(=O)(c1ccc(F)cc1)N1CCC(c2nc3ccccc3[nH]2)CC1	2.4	-17	10	2	4	0.6	-1	23	-1	0
COc1ccc(Cn2cnc3sccc3c2=O)cc1	-2.4	14	3	-1	8	2.3	-2	2	-1	-1
CC(C)c1ccc(NC(=O)NCc2ccc(F)cc2)cc1	3.0	-21	10	-2	-3	-2.3	-1	-3	-3	2
CCOC(=O)C1(Cc2ccccc2)CCCN(CCO)C1 (stereo not drawn)	-2.6	13	-11	4	2	0.7	9	-20	-4	-1
C=CCn1c(O)c2ccc(C(=O)N=NC(=O)COc3ccccc3F)cc2c1O	-2.0	11	-9	4	0	0.1	0	-9	11	0
Cc1cc(NC(=O)CSc2nc(-c3cccs3)nc3ccccc23)no1	3.1	-13	-15	3	1	-1.4	-4	-9	3	-1
CC(=O)N1N=C(c2ccccc2)CC1c1ccccc1 (stereo not drawn)	-2.0	10	-5	6	1	-2.0	-7	-4	-6	0
O=C(c1cc2c([nH]c1=O)CCCC2)N1CCc2c([nH]c3ccccc23)C1c1ccccc1F (stereo not drawn)	-2.0	10	9	-1	-3	.	-1	27	-1	.
Cc1cc(C)n(C(=O)C(C)n2nc([N+](=O)[O-])c(Br)c2C)n1 (stereo not drawn)	-1.8	12	-5	3	-3	0.5	-3	14	2	5
